Source: PubChem
MT1-MMP txn act: MT1-MMP promoter transcription activation; HT1080 MT1-MMP promoter luciferase reporter, luminescence, overnight; hits give high values; activation factor at 10 µM; hit rate 0.16% among 86,000; AID 750;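 active = activation factor of at least 2 for MT1-MMP transcription at 10 µM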
Smad3 FoxH1 inh: inhibitors of human Smad3 transcription factor binding; P84022; TR-FRET Smad3/Dy647-FoxH1 peptide binding, europium anti-His; inhibition, % at 25 µM; hit rate 0.29% among 88,000;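 active = compounds that reduce the energy-transfer binding signal between the protein and its labelled peptide by more than half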;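 also: 0% = Smad3 plus labelled peptide maximal FRET and 100% = peptide-only background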
Target sequence (P84022 whole entry, looked up): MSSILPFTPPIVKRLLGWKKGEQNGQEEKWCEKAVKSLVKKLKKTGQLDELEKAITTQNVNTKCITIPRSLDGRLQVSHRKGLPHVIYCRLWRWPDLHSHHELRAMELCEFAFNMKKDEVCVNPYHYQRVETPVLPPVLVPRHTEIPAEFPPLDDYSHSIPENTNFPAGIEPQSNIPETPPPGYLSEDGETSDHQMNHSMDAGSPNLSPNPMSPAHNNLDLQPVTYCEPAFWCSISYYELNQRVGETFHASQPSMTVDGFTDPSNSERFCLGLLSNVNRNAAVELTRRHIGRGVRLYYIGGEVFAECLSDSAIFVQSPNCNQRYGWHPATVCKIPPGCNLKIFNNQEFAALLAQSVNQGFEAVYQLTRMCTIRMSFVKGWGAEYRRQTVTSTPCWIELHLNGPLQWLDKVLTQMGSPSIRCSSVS
CD11b adhes enh: increases human CD11b/CD18 adhesion to fibrinogen | P05107+P11215 | K562 CD11b/CD18 adhesion to fibrinogen, ATPlite luminescence | activation, % at 10 µM | hit rate 0.07% among 93,000;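 active = 10 µM primary screen giving 50% or more activity, confirmed by 40% or more on retest at that dose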; also: strong numbers were not always called active; reference of the scale not given here
sEH inhibitor: soluble epoxide hydrolase (human) inhibition. inhibition, % at 2 µM. P34913. recombinant human sEH enzymatic activity assay. hit rate 0.34% among 91,000. AID 707; in the data active = inhibition above about 80%; also: values of inactives mirror those of a sister screen read the other way; many of its hits are not listed in these tables
Calb biofilm kill: kills Candida albicans biofilms. C. albicans biofilm + clotrimazole, Alamar Blue. hit rate 0.14% among 85,000. inhibition, % at 6 µM;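 active = inhibition above 20%; inactive = inhibition below 20%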;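 also: preformed 24 hr biofilms exposed to compound for 48 hr; 0% = biofilm without compound and 100% = blank killed by clotrimazole plus chlorhexidine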
Mac1 fbg inh: CD11b/CD18-fibrinogen binding inhibition; K562 CD11b/CD18 adhesion to fibrinogen, ATPlite luminescence; Mn2+ added to activate the integrin; inhibition, % at 10 µM; hit rate 0.54% among 93,000; AID 1497;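 active = primary inhibition of 50% or more at 10 µM, then 40% or more on retest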; also: some results filed as inactive read as strong as hits
ERa SRC1 pot: enhances coactivator binding to human estrogen receptor alpha; AID 639; TR-FRET ERalpha-LBD/SRC-Cy5 coactivator binding, 2 h; 100 = basal binding, no effect; coactivator binding (% of control), % at 25.6 µM; P03372; hit rate 1.3% among 86,000; in the data active = activity above about 200%;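 also: binding measured in presence of low estradiol as agonist stimulus; 0% = peptide alone without receptor and 100% = receptor with peptide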
Target sequence (P03372 whole entry, looked up, the tested form may be a part): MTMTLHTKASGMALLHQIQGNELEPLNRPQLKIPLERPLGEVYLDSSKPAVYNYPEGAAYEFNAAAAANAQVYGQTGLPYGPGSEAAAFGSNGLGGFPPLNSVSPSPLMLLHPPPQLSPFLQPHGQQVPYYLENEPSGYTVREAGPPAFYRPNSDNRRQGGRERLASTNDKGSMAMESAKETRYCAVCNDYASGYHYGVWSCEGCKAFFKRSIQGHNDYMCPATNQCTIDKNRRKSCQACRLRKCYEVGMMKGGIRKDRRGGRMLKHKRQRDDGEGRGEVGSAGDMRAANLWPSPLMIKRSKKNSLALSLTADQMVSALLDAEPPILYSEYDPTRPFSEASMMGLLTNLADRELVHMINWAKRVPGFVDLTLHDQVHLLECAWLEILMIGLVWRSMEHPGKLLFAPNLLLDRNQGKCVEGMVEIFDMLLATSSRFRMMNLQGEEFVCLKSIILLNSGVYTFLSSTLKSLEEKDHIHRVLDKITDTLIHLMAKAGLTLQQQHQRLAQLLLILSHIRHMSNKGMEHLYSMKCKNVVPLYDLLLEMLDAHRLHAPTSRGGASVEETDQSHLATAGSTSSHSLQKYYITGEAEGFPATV
sEH act: activators of human soluble epoxide hydrolase | AID 717 | hit rate 0.04% among 91,000 | activation, % at 2 µM | purified human sEH enzymatic activity, activator screen; in the data active = activation above about 37%; also: values of inactives mirror those of a sister screen read the other way
ERb SRC1 inh: blocks coactivator binding to human estrogen receptor beta; hit rate 1.3% among 86,000; Q92731; inhibition, % at 25.6 µM; TR-FRET ER-beta LBD / SRC1-Cy5 peptide binding; receptor agonist-loaded with 1 µM estradiol;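 active = compounds whose percent inhibition of the receptor-coactivator binding signal exceeds about 50% in the single-dose screen, limit read from the data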;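 also: 0% = receptor plus peptide wells without compound and 100% = peptide-only wells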
An asterisk follows results filed as active; · = not tested or not shown; & = joins results of further samples; [ ] = another dose, or the depositor's remark.

SMILES	MT1-MMP txn act	Smad3 FoxH1 inh	CD11b adhes enh	sEH inhibitor	Calb biofilm kill	Mac1 fbg inh	ERa SRC1 pot	sEH act	ERb SRC1 inh
Cc1ccc(C2Oc3ccccc3C3=C2C(c2cccs2)n2ncnc2N3)cc1 (stereo unspecified)	1.3	1	-2	6	0	-20	97	-6	2
COc1ccc(-c2cc(-c3cccs3)c(C#N)c(SCC(=O)NCc3ccccc3OC)n2)cc1	0.9	-24	·	-2	-2	·	127	6	4
CN(C1CCCCC1)S(=O)(=O)c1ccc(NC(=O)C2CCCCC2C(=O)O)cc1 (stereo unspecified)	1.2	-2	1	-16	7	-7	94	15	24
O=C(CN1CCN(c2ccc(F)cc2)CC1)N1N=CCC1c1ccccc1 (stereo unspecified)	·	·	-3	2	·	-2	·	0	·
O=C(NC(=O)N1CCN(c2cccc(Cl)c2)CC1)c1ccccc1	1	11[fluorescence artefact?]	0	1	2	-17	107	4	-9
CCOC(=O)C(Cc1ccccc1)NC(=O)CCc1c(C)nc2ncnn2c1C (stereo unspecified)	1.1	-8	·	·	8	·	95	·	5[fluorescence artefact?]
COc1ccc(OC)c(NC(=O)C2CCN(S(C)(=O)=O)CC2)c1	0.8	9	11	-14	8	-9	107	14	7
CC1(C)CC(=O)CC(=NCC(=O)O)C1	1.1	-11	-9	8	3	-4	111	-7	0[fluorescence artefact?]
CC1CCc2c(sc(N)c2C(=O)OC(C)C)C1 (stereo unspecified)	·	8	-1	1	-2	-1	80	-3	4
COC(=O)c1[nH]c2ccc(Br)cc2c1NC(=O)CN1CCCc2ccccc21	1.3	10	·	·	0	·	96	·	12
C/C(NC1CCCCC1)=C(/C#N)C(=O)NCCN1CCOCC1	1.1	-4	-1	2	5	-10	116	0	-4[fluorescence artefact?]
Cc1c(NC(=S)NC(=O)C(c2ccccc2)c2ccccc2)cccc1C(=O)O	·	·	-2	7	·	7	·	-3	·
COc1ccc(N(C(=O)c2ccco2)S(=O)(=O)c2cc(OC)ccc2OC)cc1	1.1	-3	-2	5	-6	-11	98	-4	-8
Cn1c(SCC(=O)c2ccccc2F)nnc1C1CC1	1.3	6	-4	6	8	-5	99	-6	-10
Cc1ccc(-c2nn(C)c(=O)c3ccccc23)cc1CNC(=O)CSc1nc2ccccc2o1	1.1	11	-4	·	6	8	104	·	-3[fluorescence artefact?]
N#Cc1nc(-c2ccc(OCc3ccc(Cl)cc3)cc2)oc1NCc1cccnc1	1.1	-1	3	-15	·	5	130[fluorescence artefact?]	15	24
CCOC(=O)c1c(NC(=O)c2cccs2)sc2c1CC(C)(C)OC2	1	13	0	·	7	3	87	·	-2
O=C(CNS(=O)(=O)c1cccc2nsnc12)NC1CCCCC1	1.1	2	0	·	3	32	84	·	-16
Cn1c(CNC(=O)Nc2ccccc2Cl)nnc1SCc1ccccc1	1	2	0	13	10	2	99	-13	-31
Cn1c(SCC(=O)Nc2ccc(N3CCOCC3)cc2)nnc1-c1ccccc1	1	6	-4	-22	6	1	101	22	11
CCOc1ccc(C(=O)c2ccncc2)cc1	1.1	0	-5	4	2	-18	151	-4	-9
CCOC(=O)N1CCC(c2cc(=O)n3[nH]ccc3n2)CC1	·	9	4	-14	4	2	98	11	-1[fluorescence artefact?]
Cc1cc2oc(=O)c3c(c2cc1OCc1nn[nH]n1)CCCC3	1.1	3	1	-4	-1	25	98	2	18
C=CCn1c(SCc2csc(C)n2)nc2sc3c(c2c1=O)CCCC3	·	19	0	5	-5	1	100	-4	6
O=C(CSc1ccccc1)Nc1ccc(N2CCOCC2)cc1	1.4	-1	-6	8	-5	4	89	-8	-8
CCCC(=O)c1ccc(N2CCN(C(=O)OCC)CC2)c(F)c1	1.1	2	0	6	3	0	125	-5	2[fluorescence artefact?]
COc1ccc(NC(=O)Nc2ccc(OCC(=O)N3CCOCC3)cc2)cc1OC	1.1	5	-2	16	1	9	105	-17	18
COC(=O)C(C)n1cnc2c(cnn2-c2ccc(Cl)cc2)c1=O (stereo unspecified)	1.4	·	1	30	·	-4	·	-28	·
CC1(C)Cc2c(sc(NC(=O)C(C)(C)C)c2C#N)C(C)(C)N1	1	-12[fluorescence artefact?]	·	-1	-7	·	99	5	21
COc1ccc(Cl)cc1Nc1nc(N2CCCC2)nc(N2CCCC2)n1	1.1	4	7	·	2	-1	123[fluorescence artefact?]	·	1[fluorescence artefact?]
CCOC(=O)CN1C(=O)C(=O)c2cccc(C)c21	1	12[fluorescence artefact?]	0	0	2	-12	115	-1	1[fluorescence artefact?]
COc1cccc(-n2nnc3c(=O)n(CC(=O)N4CCCCC4)cnc32)c1	1	-10	0	-8	12	-3	102	10	7
O=C1c2ccccc2C(Nc2ccc(F)cc2F)N1CCN1CCOCC1 (stereo unspecified)	1	1	7	0	7	-7	109	-1	-9
Cc1sc2nc(SCC(=O)C(C)(C)C)n(Cc3ccco3)c(=O)c2c1C	0.7	16	·	11	-1	·	94	-11	-3
O=C(O)c1cc(-c2ccco2)nc2ccccc12	1.2&1	10	-3	·	2	-4	38[fluorescence artefact?]	·	82*[fluorescence artefact?]
CC1(C)NC(=O)N(CCOCCSc2ccccc2)C1=O	1.1	-6	1	7	1	-30	121[fluorescence artefact?]	-4	-7
Cc1ccc(C)c(Nc2ncnc3nc[nH]c23)c1	1.1	2	-1	3	3	-8	88	-4	-7
O=C1NC(c2ccncc2)Nc2ccccc21 (stereo unspecified)	1.1	3	2	1	-3	4	123	2	-1
CCOC(=O)c1nnn(CC(=O)N2N=C(c3ccccc3)CC2c2ccccc2)c1C(=O)OCC (stereo unspecified)	1.2	6[fluorescence artefact?]	·	0	8	·	106	0	11
Cc1ccc(-c2noc(CN3CCN(c4ccccc4F)CC3)n2)cc1	1.1	1	5	-11	12	-15	86	10	0

Whole records as entered above. Order of screens: MT1-MMP txn act, Smad3 FoxH1 inh, CD11b adhes enh, sEH inhibitor, Calb biofilm kill, Mac1 fbg inh, ERa SRC1 pot, sEH act, ERb SRC1 inh
Cc1ccc(C)c(Nc2ncnc3nc[nH]c23)c1 is listed with 1.1, 2, -1, 3, 3, -8, 88, -4, -7
CCOC(=O)c1nnn(CC(=O)N2N=C(c3ccccc3)CC2c2ccccc2)c1C(=O)OCC (stereo unspecified) is listed with 1.2, 6[fluorescence artefact?], ·, 0, 8, ·, 106, 0, 11

More entries
SMILES	MT1-MMP txn act	Smad3 FoxH1 inh	CD11b adhes enh	sEH inhibitor	Calb biofilm kill	Mac1 fbg inh	ERa SRC1 pot	sEH act	ERb SRC1 inh
O=C(COC(=O)Cc1ccsc1)NC1CCCCCC1	0.9	11[fluorescence artefact?]	-2	9	5	-2	88[fluorescence artefact?]	-9	-5
CN1CCN(C2=C(Cl)C(=O)N(Cc3ccccc3)C2=O)CC1	0.9	-8	3	-5	6	38	103	6	-6
CCCCCNc1nc(-c2ccccc2)cs1	·	-12	-3	7	8	10	83	-5	-2
O=c1[nH]cnc2c1sc1nc3c(c(-c4ccc(Cl)cc4)c12)CCC3	·	·	0	2	·	4	·	-1	·
Cc1ccc(NC2=CC(=O)OC(C)C2)cc1 (stereo unspecified)	·	·	-4	2	·	22	·	1	·
O=C(CCNc1ccc(F)cc1)c1cccc([N+](=O)[O-])c1	·	·	-1	3	·	-4	·	-4	·
O=C1N(CC(=O)N2CCc3ccccc32)CCN1Cc1ccc(Cl)cc1	1.1	7	-2	2	-2	2	109	-1	4
CCC(C)NC(=O)C1CCC(=O)N(c2ccc3c(c2)OCO3)C1c1ccc(OC)cc1 (stereo unspecified)	1.1	·	4	4	·	-16	·	-4	·
COc1cccc(NC(=O)Cc2cn(C)c3ccccc23)c1	·	-10	-2	16	0	-2	89	-18	-6
O=C(CN1CCSCC1)N/N=C/c1ccc(F)cc1F	1	-1	1	8	-2	-47	120	-11	13
CCOC(=O)N1CCC(NS(=O)(=O)c2cc(Br)cc3c2N(C(=O)CC)CC3)CC1	1.1	-7	-2	·	-1	8	99	·	1[fluorescence artefact?]
COc1ccc(CN(C(=O)CN2C(=O)C(C)Oc3ccccc32)C2CCCC2)c(OC)c1 (stereo unspecified)	1.1	10	3	3	-8	-16	114	-4	6[fluorescence artefact?]
Cc1cc(SCC(=O)N2CCCC2)nc2ccccc12	1.1	23[fluorescence artefact?]	3	2	4	1	97	-2	-20[fluorescence artefact?]
c1ccc(CNc2ccc(CNc3ncn[nH]3)cc2)cc1	1.5	9	·	-16	7	·	110	15	0[fluorescence artefact?]
COC(=O)c1c(-c2ccc(C)cc2)csc1NC(=O)Cc1ccc(OC)c(OC)c1	·	·	-4	20	·	54*	·	-19	·
O=C(Nc1cccc(Cl)c1)Nc1nccs1	1.8	6	0	24	1	9	103	-21	0
CCOc1ccccc1N(CC(=O)Nc1ccccc1C(=O)O)S(C)(=O)=O	1.1	6	3	-5	3	20	127	3	-7
CCCCOC(=O)C1=C(C)Nc2ncnn2C1c1cccc(OC)c1 (stereo unspecified)	1.1	·	-2	13	·	-3	·	-16	·
CC(Oc1ccc(Cl)cc1Cl)c1nc(-c2ccc(NC(=O)c3ccccn3)cc2)no1 (stereo unspecified)	1.2	-3	·	-4	7	·	111	5	2
COc1ccc(S(=O)(=O)NC(CC(=O)NC2CCCC2)c2ccco2)cc1 (stereo unspecified)	1.1	-4[fluorescence artefact?]	·	-5	7	·	116	5	0
CCC(OC(=O)c1cccs1)C(=O)NC1CCCCC1 (stereo unspecified)	1.3	-5	-2	-3	5	-12	111	4	33
COCCCNC(=O)C1CC(=O)N(c2ccc(C)cc2)C1 (stereo unspecified)	1	1	-6	-23	2	-7	110[fluorescence artefact?]	25	-3[fluorescence artefact?]
Cc1cc(C)n(-c2ccc(Cl)c(C(=O)Nc3ccc(-c4nnc5n4CCCCC5)cc3)n2)n1	1.1	-5	-2	·	-2	8	129[fluorescence artefact?]	·	12[fluorescence artefact?]
COc1ccc(C(=O)N[C@H](C(=O)NCC2CCCCC2)C(C)C)cc1	1.3	14	-3	17	0	-3	100	-15	-3
Cc1csc(NC(=O)c2cccn2C)n1	1.3	-1	·	-10	9	·	100[fluorescence artefact?]	9	-7
Cc1cc(C(=O)O)ccc1-n1c(C)ccc1C	1.2	3	·	9	-1	·	22	-8	49
COc1ccc(/C=N/N2CCN(c3ccccc3OC)CC2)cc1OC	·	·	0	-8	·	-28	·	6	·
CCOC(=O)C(NC(C)=O)C(=O)O (stereo unspecified)	1	2	·	-17	7	·	105	21	-9
Cc1cc(C)n2nc(S(=O)(=O)NCCc3ccccc3)nc2n1	1.1	-1	-4	1	13	-3	109	-2	-12[fluorescence artefact?]
COc1cc(C(=O)NCCc2ccc(S(N)(=O)=O)cc2)cc(OC)c1OC	1	-11	-4	2	6	-7	110	0	-6
O/N=C1\CC(O)Cc2nonc21 (stereo unspecified)	1.1	8	0	13	4	14	120	-13	16
CCC(C)NC(=O)C1(C)CCC(=O)N1CCc1ccc(OC)c(OC)c1 (stereo unspecified)	1.1	4[fluorescence artefact?]	4	-5	7	-30	115	2	-3[fluorescence artefact?]
Cc1cc(=S)[nH]c2ccccc12	1.2	13	-6	-8	5	-2	85	11	4
CCOC(=O)c1cc(NC(=O)c2ccoc2C)cc(C(=O)OCC)c1	1.1	6	1	-7	6	6	103	10	3
Cc1ccc2cc(C#N)c(N3CCCN(S(=O)(=O)c4ccc(F)cc4)CC3)nc2c1	1.3	12	·	15	-7	·	349*[fluorescence artefact?]	-11	51*[fluorescence artefact?]
COc1ccc(NC(=O)C(=O)NNC(=O)c2cccs2)c(OC)c1	·	·	-2	4	·	2	·	-3	·

Sorted by length of the SMILES (descending): some entries from above.
SMILES	MT1-MMP txn act	Smad3 FoxH1 inh	CD11b adhes enh	sEH inhibitor	Calb biofilm kill	Mac1 fbg inh	ERa SRC1 pot	sEH act	ERb SRC1 inh
CCC(C)NC(=O)C1(C)CCC(=O)N1CCc1ccc(OC)c(OC)c1 (stereo unspecified)	1.1	4[fluorescence artefact?]	4	-5	7	-30	115	2	-3[fluorescence artefact?]
Cc1cc(=S)[nH]c2ccccc12	1.2	13	-6	-8	5	-2	85	11	4
O/N=C1\CC(O)Cc2nonc21 (stereo unspecified)	1.1	8	0	13	4	14	120	-13	16

Only part of the results is shown. The share of hits here may be higher or lower than overall.
